Compound activity (PubChem BioAssay)
TRPC4 PAM: allosteric potentiators of mouse TRPC4 channel; HEK293 TRPC4beta/mu-opioid, DAMGO EC20, Fluo-4 Ca2+ flux; hits give high values; actives 0.42% (n = 310,000); Q9QUQ5; B-score at 10 µM; AID 2227;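 active means B-score of calcium response area above 5 SD of library B-scores, with initial fluorescence ratio within 5 SD of library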;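 further: B-score of integrated fluorescence ratio over time as area under calcium response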
TRPC4 act: activators of mouse TRPC4 channel. Q9QUQ5. HEK293 TRPC4beta/mu-opioid, Fluo4 calcium fluorescence; hits give high values. B-score at 10 µM. actives 0.49% (n = 310,000). AID 2237;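 active means B-score above 5 SD of library B-scores, and initial fluorescence ratio not above library mean plus 5 SD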;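 further: positive B-score marks a calcium rise read as TRPC4 activation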
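Test system: HEK293 cells stably co-expressing mouse TRPC4beta and mu-opioid receptor | Schedule: Fluo4 dye loading 45 min at room temperature, 110 s recording | Measured by: Kinetic Fluo4 calcium fluorescence, 5 s baseline at 1 Hz | Evaluation: B score of integrated ratio | Controls: Buffer (low) and maximal DAMGO (high)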
KCNQ1 inh: blocks the human KCNQ1 potassium channel | CHO-K1 KCNQ1, FluxOR thallium flux fluorescence; hits give high values | B-score at 10 µM | AID 2642 | actives 1.3% (n = 310,000);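 active means compounds whose thallium flux B-score, printed positive for inhibition, exceeds three library SD while starting fluorescence stays within three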;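 further: channel opened by potassium depolarization with thallium stimulus after 20 min compound exposure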
Platelet DG rel: platelet dense granule release activity; human platelet-rich plasma, SFLLRN dense granule ATP release, luminescence; inhibition, %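 (compounds screened at 7.5 µM in platelet-rich plasma)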; actives 0.22% (n = 300,000); AID 1663;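 active means mean replicate score, as percent of positive control, at or above 50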
KCNQ1 act: potentiates or activates the human KCNQ1 potassium channel | P51787 | B-score at 10 µM | CHO-K1 KCNQ1, thallium flux FluxOR fluorescence; hits give high values | actives 0.35% (n = 310,000);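 active means fluorescence ratio B-score, a plate-corrected score, at least three library SD, with initial intensity B-score within 5 SD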
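Medium – assay buffer, equal DMSO in all wells · Material – CHO-K1 cell line with stable KCNQ1 potassium channel expression · Signal – kinetic FluxOR thallium fluorescence, 10-s 1-Hz baseline, 110-s post-stimulus read · Compound – single concentration per compound, DMSO matched to controls · Schedule – 37 °C overnight plating, 90-min dark dye load, 20-min compound pretreatment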
TRPC4 block: TRPC4 (mouse) channel inhibition; actives 0.39% (n = 300,000); B-score at 10 µM; Q9QUQ5; HEK293 TRPC4beta/mu-opioid, DAMGO-evoked Fluo4 calcium flux; hits give low values;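 active means B-score over 3 SD under the library average, no early fluorescence shift, positive overall ratio signal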
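Assay system: HEK293 cells with stable TRPC4beta plus mu-opioid receptor expression. Dosing: single dose. Measured by: Fluo4 Ca2+ flux fluorescence. Also added: DAMGO in two steps, submaximal then maximal. Read-out: B score from integrated Fluo4 fluorescence ratio.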
hERG protect: hERG (human) protection from proarrhythmic block; Q12809; CHO-hERG, FluxOR thallium flux, dofetilide IC70 present; AID 1511; activation (rescue from dofetilide block), less the hit threshold, % at 10 µM; actives 0.51% (n = 310,000);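 active means activation above the mean of controls blocked by dofetilide plus 5 SD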;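 further: thallium influx through hERG after potassium depolarization seen as dye fluorescence rise; in these data hits start at about 4.7%; inactives centre near -7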
Target sequence (Q12809 whole entry, looked up): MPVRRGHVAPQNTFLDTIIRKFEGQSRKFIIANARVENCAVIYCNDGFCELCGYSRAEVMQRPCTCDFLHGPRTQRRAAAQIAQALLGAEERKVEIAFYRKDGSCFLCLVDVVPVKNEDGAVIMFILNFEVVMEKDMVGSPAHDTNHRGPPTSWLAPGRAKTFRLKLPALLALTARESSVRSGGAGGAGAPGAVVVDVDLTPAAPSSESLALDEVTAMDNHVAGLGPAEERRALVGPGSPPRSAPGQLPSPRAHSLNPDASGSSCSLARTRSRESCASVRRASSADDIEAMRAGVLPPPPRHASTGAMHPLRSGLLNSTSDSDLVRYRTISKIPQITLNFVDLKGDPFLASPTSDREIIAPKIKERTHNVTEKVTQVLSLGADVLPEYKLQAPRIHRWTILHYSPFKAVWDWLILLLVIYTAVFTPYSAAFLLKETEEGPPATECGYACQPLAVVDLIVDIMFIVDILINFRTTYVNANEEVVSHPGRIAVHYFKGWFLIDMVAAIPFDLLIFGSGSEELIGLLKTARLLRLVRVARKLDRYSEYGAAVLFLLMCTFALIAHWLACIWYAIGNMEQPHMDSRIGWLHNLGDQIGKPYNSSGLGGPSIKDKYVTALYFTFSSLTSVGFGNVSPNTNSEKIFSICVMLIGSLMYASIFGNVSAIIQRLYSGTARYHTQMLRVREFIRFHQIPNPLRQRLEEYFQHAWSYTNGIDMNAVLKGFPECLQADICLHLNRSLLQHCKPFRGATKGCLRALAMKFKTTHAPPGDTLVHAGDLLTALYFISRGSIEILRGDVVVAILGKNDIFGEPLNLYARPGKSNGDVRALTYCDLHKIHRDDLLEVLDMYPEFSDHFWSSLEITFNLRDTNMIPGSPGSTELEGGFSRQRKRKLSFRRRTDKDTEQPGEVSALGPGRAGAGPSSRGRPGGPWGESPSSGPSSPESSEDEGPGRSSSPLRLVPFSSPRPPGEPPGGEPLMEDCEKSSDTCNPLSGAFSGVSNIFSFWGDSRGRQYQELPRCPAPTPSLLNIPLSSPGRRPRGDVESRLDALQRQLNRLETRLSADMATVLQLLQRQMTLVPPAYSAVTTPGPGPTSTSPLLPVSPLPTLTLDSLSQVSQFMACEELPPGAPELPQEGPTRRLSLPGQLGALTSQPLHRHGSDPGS
KCNK3 inh: human KCNK3 channel inhibition, primary screen. CHO-KCNK3 thallium flux, FluxOR fluorescence; hits give low values. O14649. B-score at 10 µM. actives 0.84% (n = 340,000). AID 602410;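 active means B-score under library mean minus 4 SD, starting fluorescence ratio at most library mean plus 5 SD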;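 further: more negative B-score means stronger inhibition of thallium flux through KCNK3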
KCNK9 inh: blocks the human KCNK9 two-pore domain potassium channel | actives 1.2% (n = 310,000) | HEK293 KCNK9, FluxOR thallium flux fluorescence; hits give low values | Q9NPC2 | B-score at 10 µM;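 active means ratio B-score over 3 SD below the library mean, with starting fluorescence within 5 SD of its mean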;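 further: negative B-score means less thallium flux so channel inhibition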
PolyA inh: yeast polyadenylation inhibition; AID 1875; actives 0.02% (n = 300,000); calls only at 12 µM; S. cerevisiae SKY197-pL101 polyadenylation reporter, beta-gal luminescence; efflux-impaired pdr1/pdr3 knockout yeast; score 100 = 6 SD above DMSO;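 active means lowest replicate activity score at least 50, where 100 means six control SD above control mean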;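 further: yeast exposed to compound for 9 h at 30 °C; higher score means more reporter readthrough which indicates perturbed polyadenylation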
DYRK1A inh: inhibitors of rat Dyrk1A kinase | Q63470 | ADP-Glo luminescence, NFATc1 peptide | inhibition, % at 12.5 µM | actives 0.43% (n = 310,000); in the data active means inhibition above about 50%;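 further: plate controls were vehicle with enzyme for no effect and no enzyme for full effect; many of its hits are not listed in these tables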
The depositor's hits bear a star. Only part of the results is shown (hit frequency here may not be typical).

What do the screens show for `COc1cc(OC)c(C2=Nc3ccc(Br)cc3C(c3ccccc3)N2CC(=O)NN)cc1OC` (centres undefined)?
TRPC4 PAM: inactive; TRPC4 act: inactive; KCNQ1 inh: inactive; Platelet DG rel: -5.1; KCNQ1 act: inactive; TRPC4 block: inactive; hERG protect: -10.6; KCNK3 inh: inactive; KCNK9 inh: inactive; PolyA inh: inactive; DYRK1A inh: 1.1

What do the screens show for `O=C(CCNS(=O)(=O)c1cccs1)NCc1ccccc1`?
TRPC4 PAM: inactive; TRPC4 act: inactive; KCNQ1 inh: inactive; Platelet DG rel: -1.1; KCNQ1 act: inactive; TRPC4 block: inactive; hERG protect: -13.2; KCNK3 inh: inactive; KCNK9 inh: inactive; PolyA inh: inactive; DYRK1A inh: 26.2

How did O=C(CN(C(=O)CNC(=O)c1cccs1)c1ccc(F)cc1)NC1CCCC1 do in these assays?
TRPC4 PAM: inactive; TRPC4 act: inactive; KCNQ1 inh: inactive; Platelet DG rel: 7.7; KCNQ1 act: inactive; TRPC4 block: inactive; hERG protect: -4.7; KCNK3 inh: inactive; KCNK9 inh: inactive; PolyA inh: inactive; DYRK1A inh: -0.9

Results for CC1(C)Oc2ccc(/C=C/C(=O)N3CCOCC3)c(O)c2C(N2CCOCC2)C1O (centres undefined) ?
TRPC4 PAM: inactive; TRPC4 act: inactive; KCNQ1 inh: inactive; Platelet DG rel: 6.4; KCNQ1 act: inactive; TRPC4 block: inactive; hERG protect: -9.0; KCNK9 inh: inactive; PolyA inh: inactive

How did CCc1ccc(/C=C2/SC(=S)N(CCC(=O)NCCCN3CCOCC3)C2=O)cc1 do in these assays?
TRPC4 PAM: inactive; TRPC4 act: inactive; KCNQ1 inh: inactive; Platelet DG rel: 0.1; KCNQ1 act: inactive; TRPC4 block: inactive; hERG protect: -13.4; KCNK3 inh: inactive; KCNK9 inh: inactive; PolyA inh: inactive; DYRK1A inh: -6.1

What do the screens show for `O=c1cc2c(nn1Cc1ccc(Cl)cc1)-c1ccccc1CC2`?
TRPC4 PAM: inactive; TRPC4 act: inactive; KCNQ1 inh: inactive; Platelet DG rel: 3.8; KCNQ1 act: inactive; TRPC4 block: inactive; hERG protect: -4.8; KCNK3 inh: inactive; KCNK9 inh: inactive; PolyA inh: inactive; DYRK1A inh: -2.1

What do the screens show for `CN(C)c1ccc(N/C=C/C(=O)C(C)(C)C)cc1`?
TRPC4 PAM: inactive; TRPC4 act: inactive; KCNQ1 inh: inactive; Platelet DG rel: -0.7; KCNQ1 act: inactive; TRPC4 block: inactive; hERG protect: -6.1; KCNK3 inh: inactive; KCNK9 inh: inactive; PolyA inh: inactive; DYRK1A inh: -4.9

What do the screens show for `COc1ccc2[nH]c(=O)c(CN(C(C)=O)c3ccc(C)c(C)c3)cc2c1`?
TRPC4 PAM: inactive; TRPC4 act: inactive; KCNQ1 inh: inactive; Platelet DG rel: -1.4; KCNQ1 act: inactive; TRPC4 block: inactive; hERG protect: -6.1; KCNK3 inh: inactive; KCNK9 inh: inactive; PolyA inh: inactive; DYRK1A inh: -4.4

What do the screens show for `COCCNc1nc(=S)[nH]c2cc(OC)c(OC)cc12`?
TRPC4 PAM: inactive; TRPC4 act: inactive; KCNQ1 inh: inactive; Platelet DG rel: -1.2; KCNQ1 act: inactive; TRPC4 block: inactive; hERG protect: -8.1; KCNK3 inh: inactive; KCNK9 inh: inactive; PolyA inh: inactive; DYRK1A inh: -0.6

How did COc1cccc2sc(N(CCCN(C)C)C(=O)COc3ccc(Cl)cc3)nc12 do in these assays?
TRPC4 PAM: inactive; TRPC4 act: inactive; KCNQ1 inh: inactive; Platelet DG rel: -0.3; KCNQ1 act: inactive; TRPC4 block: inactive; hERG protect: -24.4; KCNK3 inh: inactive; KCNK9 inh: inactive; PolyA inh: inactive

Results for CC(C)(C)c1ccc(OCCOc2ccc(C(C)(C)C)cc2NC=O)c(NC=O)c1 ?
TRPC4 PAM: inactive; TRPC4 act: inactive; KCNQ1 inh: inactive; Platelet DG rel: -5.0; KCNQ1 act: inactive; TRPC4 block: inactive; hERG protect: -8.6; KCNK3 inh: inactive; KCNK9 inh: -8.18*; PolyA inh: inactive; DYRK1A inh: -3.1

Results for CCc1ccc2ncc(S(=O)(=O)c3ccc(C)c(C)c3)c(N3CCCC3)c2c1 ?
TRPC4 PAM: inactive; TRPC4 act: inactive; KCNQ1 inh: inactive; Platelet DG rel: 0.6; KCNQ1 act: inactive; TRPC4 block: inactive; hERG protect: -6.4; KCNK3 inh: inactive; KCNK9 inh: inactive; PolyA inh: inactive; DYRK1A inh: -3.0

Results for CCCCOC(=O)C1=C(C)Nc2ncnn2C1c1cc(OC)c(OC)cc1OC (centres undefined) ?
TRPC4 PAM: inactive; TRPC4 act: inactive; KCNQ1 inh: inactive; Platelet DG rel: -8.3; KCNQ1 act: inactive; TRPC4 block: inactive; hERG protect: -16.8; KCNK3 inh: inactive; KCNK9 inh: inactive; PolyA inh: inactive; DYRK1A inh: 3.1

Results for COc1ccccc1OCCCC(=O)Nc1ccc([N+](=O)[O-])cc1Br ?
TRPC4 PAM: inactive; TRPC4 act: inactive; KCNQ1 inh: inactive; Platelet DG rel: 4.4; KCNQ1 act: inactive; TRPC4 block: inactive; hERG protect: -3.5; KCNK3 inh: inactive; KCNK9 inh: inactive; PolyA inh: inactive; DYRK1A inh: 1.5

What do the screens show for `O=C(c1cnn2c(C(F)(F)F)cc(-c3ccco3)nc12)N1CCCc2ccccc21`?
TRPC4 PAM: inactive; TRPC4 act: inactive; KCNQ1 inh: inactive; Platelet DG rel: 11.2; KCNQ1 act: inactive; TRPC4 block: inactive; hERG protect: -8.7; KCNK3 inh: inactive; KCNK9 inh: inactive; PolyA inh: inactive; DYRK1A inh: -5.3

What do the screens show for `Cc1ccc2cc(C#N)c(SCc3nnc(-c4ccccc4[N+](=O)[O-])o3)nc2c1`?
TRPC4 PAM: inactive; TRPC4 act: inactive; KCNQ1 inh: inactive; Platelet DG rel: 17.1; KCNQ1 act: inactive; TRPC4 block: inactive; hERG protect: -4.9; KCNK3 inh: inactive; KCNK9 inh: inactive; PolyA inh: inactive; DYRK1A inh: -2.5

What do the screens show for `Cc1cccc(N(CC(=O)NC2CC3CCC2C3)S(=O)(=O)c2ccccc2)c1` (centres undefined)?
TRPC4 PAM: inactive; TRPC4 act: inactive; KCNQ1 inh: 6*; Platelet DG rel: 7.5; KCNQ1 act: inactive; TRPC4 block: inactive; hERG protect: -7.3; KCNK3 inh: inactive; KCNK9 inh: inactive; PolyA inh: inactive; DYRK1A inh: 3.3

Results for COc1cc(O)cc2c1[C@@H]1Oc3c(ccc(O)c3CC=C(C)C)[C@@H]1CO2 ?
TRPC4 PAM: inactive; TRPC4 act: inactive; KCNQ1 inh: inactive; Platelet DG rel: -3.7; KCNQ1 act: inactive; TRPC4 block: inactive; hERG protect: -25.6; KCNK3 inh: inactive; KCNK9 inh: -11.6*; PolyA inh: inactive; DYRK1A inh: -6.6

How did c1ccc(-n2nc3ccccc3n2)cc1 do in these assays?
TRPC4 PAM: inactive; TRPC4 act: inactive; KCNQ1 inh: inactive; Platelet DG rel: 6.1; KCNQ1 act: inactive; TRPC4 block: inactive; hERG protect: -15.6; KCNK3 inh: inactive; KCNK9 inh: inactive; PolyA inh: inactive; DYRK1A inh: -3.4

Results for O=C1CC(N2CCN(c3ccccc3Cl)CC2)C(=O)N1c1ccccc1 (centres undefined) ?
TRPC4 PAM: inactive; TRPC4 act: inactive; KCNQ1 inh: inactive; Platelet DG rel: 2.9; KCNQ1 act: inactive; TRPC4 block: inactive; hERG protect: -0.8; KCNK3 inh: inactive; KCNK9 inh: inactive; DYRK1A inh: -1.2

Results for Cc1nc2ccccc2n1-c1nc(-c2ccco2)cc(C(F)(F)F)n1 ?
TRPC4 PAM: inactive; TRPC4 act: inactive; KCNQ1 inh: inactive; Platelet DG rel: -5.7; KCNQ1 act: inactive; TRPC4 block: inactive; hERG protect: -5.8; KCNK3 inh: inactive; KCNK9 inh: inactive; PolyA inh: inactive; DYRK1A inh: 4.3

Results for Cc1ccc(S(=O)(=O)CC(=O)c2ccccc2[N+](=O)[O-])cc1 ?
TRPC4 PAM: inactive; TRPC4 act: inactive; KCNQ1 inh: inactive; Platelet DG rel: -3.3; KCNQ1 act: inactive; TRPC4 block: inactive; hERG protect: -7.4; KCNK3 inh: inactive; KCNK9 inh: inactive; PolyA inh: inactive; DYRK1A inh: 12.5

How did Cc1ccc(S(=O)(=O)N(C)C)cc1NC(=O)COC(=O)COc1ccc2c(c1)CCC2 do in these assays?
TRPC4 PAM: inactive; TRPC4 act: inactive; KCNQ1 inh: inactive; Platelet DG rel: 1.7; KCNQ1 act: inactive; TRPC4 block: inactive; hERG protect: -9.7; KCNK3 inh: inactive; KCNK9 inh: inactive; PolyA inh: inactive; DYRK1A inh: 7.7

What do the screens show for `O=C(NCc1ccon1)C1CCC(=O)N(CCc2cccc(F)c2)C1` (centres undefined)?
TRPC4 PAM: inactive; TRPC4 act: inactive; KCNQ1 inh: inactive; Platelet DG rel: -9.0; KCNQ1 act: inactive; TRPC4 block: inactive; hERG protect: -4.3; KCNK3 inh: inactive; KCNK9 inh: inactive; PolyA inh: inactive; DYRK1A inh: 1.0

What do the screens show for `CN(C)CCNc1c(N)c(=O)oc2ccccc12`?
TRPC4 PAM: inactive; TRPC4 act: inactive; KCNQ1 inh: inactive; Platelet DG rel: 0.7; KCNQ1 act: inactive; TRPC4 block: inactive; hERG protect: -5.4; KCNK3 inh: inactive; KCNK9 inh: inactive; PolyA inh: inactive; DYRK1A inh: 12.9

How did c1ccc2c(c1)CCN(Cc1nnnn1Cc1ccc3c(c1)OCO3)C2 do in these assays?
TRPC4 PAM: inactive; TRPC4 act: inactive; KCNQ1 inh: inactive; Platelet DG rel: 11.3; KCNQ1 act: inactive; TRPC4 block: inactive; hERG protect: -9.8; KCNK3 inh: inactive; KCNK9 inh: inactive; PolyA inh: inactive; DYRK1A inh: -4.0
